Screening results (PubChem)
12-LOX inh: Primary qHTS assay for inhibitors of human arachidonate 12S-lipoxygenase (ALOX12): Round 2 | Potency, µM (doses to about 108 µM), for the others: top-dose activity change, negative = inhibition, most hits filed as inhibitors | 1.1% of 580,000 active | purified 12hLO, xylenol orange hydroperoxide absorbance | Polyunsaturated fatty acid lipoxygenase ALOX12 (Homo sapiens), P18054; also: % is scaled to controls: 0 for no effect and ±100 for the full control effect
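Hydroperoxide product was detected by ferrous iron/xylenol orange as the 573 to 405 nm absorbance ratio. Arachidonic acid at 40 uM (final) was turned over for 30 min at room temperature by 150 nM human 12hLO, pH 7.0 Hepes buffer, after 15 min compound preincubation.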
Vif-APOBEC3F blk: qHTS for Inhibitors of Vif-A3F Interactions: qHTS | Potency, µM (doses to about 46.1 µM), for inactives: top-dose activity, negative = active | 0.2% of 390,000 active | HeLa A3F-eYFP + Vif (tagged APOBEC3F with the HIV-1 protein that degrades it), YFP fluorescence increase | AID 602313, 2012; also: % of control where 0% means no effect; nearly all actives have a fitted effect of over 65% in size
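HeLa cells stably expressing Vif plus C-terminally eYFP-tagged A3F were seeded, incubated overnight at 37 deg C, dosed with compound, incubated overnight again at 37 deg C. Yellow fluorescence (Ex 488/Em 500-530) reported blocked Vif-mediated A3F-eYFP degradation.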
RXFP1 ag: qHTS Assay for Agonists of the Relaxin Receptor RXFP1; Relaxin receptor 1 (Homo sapiens), Q9HBX9; HEK293T-RXFP1 cAMP TR-FRET, 30 min; response scale: percent of porcine relaxin response, buffer zero; Potency, µM (titrated, usually from 57.5 µM), for the others: at the highest dose activation, hits mostly activators; 0.3% of 370,000 active; also: % is scaled to controls: 0 for no effect and ±100 for the full control effect; nearly all actives have a fitted effect of over 60% in size; many of its hits are not listed in these tables
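HEK293 cells stably expressing RXFP1, treated 30 min at 37C with compounds plus PDE4 inhibitor Ro 20174; cAMP measured by HTRF TR-FRET. Normalized to buffer and 29 nM porcine relaxin; EC50 by Hill fit.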
rTrxR1 inhibitor: qHTS Assay for Inhibitors of Mammalian Selenoprotein Thioredoxin Reductase 1 (TrxR1): qHTS; recombinant rTrxR1, NADPH fluorescence consumption, selenite substrate; 1% of 390,000 active; Potency, µM (top dose mostly 114 µM), without a hit: top-dose activity change, negative = inhibition, usual class: inhibitors; Thioredoxin reductase 1, cytoplasmic (Rattus norvegicus), O89049; also: % is scaled to controls: 0 for no effect and ±100 for the full control effect; nearly all actives have a fitted effect of over 65% in size
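Rat TrxR1 (90 nM in the dispensed reagent) was pre-reduced with 400 uM NADPH for 5 min at room temperature, then incubated with compound for 15 min. After 400 uM selenite was added, NADPH fluorescence (Ex 340/Em 450 nm) was followed for 8 min.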
TrxR1 substrate: qHTS Assay for Substrates of Mammalian Selenoprotein Thioredoxin Reductase 1 (TrxR1): qHTS; Thioredoxin reductase 1, cytoplasmic (Rattus norvegicus), O89049; purified TrxR1 substrate turnover, NADPH consumption readout; Potency, µM (highest dose often 114 µM), for inactives: top-dose activity change, negative = substrate turnover; 0.01% of 390,000 active; AID 588456, 2011; also: % is scaled to controls: 0 for no effect and ±100 for the full control effect; nearly all actives have a fitted effect of over 50% in size
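Rat TrxR1, dispensed at 90 nM, was prereduced with 400 uM NADPH (final) for 5 min at ~22 deg C, then incubated with compound 15 min before 400 uM selenite. A first-read NADPH fluorescence drop versus no-compound background flagged substrates.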
RGS4 inh: Inhibitors of Regulator of G Protein Signaling (RGS) 4: qHTS | 0.039% of 390,000 active | AID 504845, 2011 | Potency, µM (series often up to 114 µM), for inactives: at the highest dose activity change, negative = inhibition, hits mostly inhibitors | Transcreener GDP fluorescence polarization, RGS4-accelerated GTP hydrolysis | Regulator of G-protein signaling 4 (Homo sapiens), P49798; also: % is scaled to controls: 0 for no effect and ±100 for the full control effect; nearly all actives have a fitted effect of over 75% in size; some results filed as inactive show a strong effect at the top dose
Target sequence (P49798 whole entry, looked up): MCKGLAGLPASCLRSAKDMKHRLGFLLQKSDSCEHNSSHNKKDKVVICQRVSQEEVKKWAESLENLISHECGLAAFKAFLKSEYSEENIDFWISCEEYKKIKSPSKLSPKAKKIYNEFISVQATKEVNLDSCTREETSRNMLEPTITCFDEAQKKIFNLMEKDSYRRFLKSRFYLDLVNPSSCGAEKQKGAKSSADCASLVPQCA
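MLSMR compounds (23 nl, pin-transferred) preincubated 10 min at room temperature with a 500nM (2x) first reagent, then RGS4 at 900nM (2x) plus Transcreener GDP mix added; fluorescence polarization (620/688 nm) read before and after 90 min at 30 °C.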
IDH1 R132H inh: qHTS for Inhibitors of mutant isocitrate dehydrogenase 1 (IDH1): qHTS; IDH1-R132H enzyme, NADPH consumption, diaphorase/resazurin fluorescence; 0.093% of 390,000 active; Potency, µM (doses to about 76.6 µM), inactives show at the highest dose activity change, negative = inhibition, most hits filed as inhibitors; Isocitrate dehydrogenase [NADP] cytoplasmic (Homo sapiens), O75874; also: % is scaled to controls: 0 for no effect and ±100 for the full control effect; nearly all actives have a fitted effect of over 65% in size
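IDH1-R132H (0.5 ug/mL dispensed) in pH 7.5 Tris buffer was preincubated 30 min with compound, then given a substrate mix of 0.016 mM NADPH and 2 mM alpha-KG for 80 min at room temperature; remaining NADPH was read by diaphorase/resazurin fluorescence.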
USP1-UAF1 inh: Inhibitors of USP1/UAF1: Primary Screen; Ubiquitin carboxyl-terminal hydrolase 1 (Homo sapiens), O94782; recombinant USP1/UAF1, Ub-Rhodamine cleavage fluorescence; Potency, µM (top dose mostly 57.1 µM), inactives show at the top dose activity change, negative = inhibition, most hits filed as inhibitors; 0.23% of 390,000 active; AID 743255, 2014; also: % is scaled to controls: 0 for no effect and ±100 for the full control effect; nearly all actives have a fitted effect of over 60% in size; inactives centre near -12
Target sequence (O94782 whole entry, looked up): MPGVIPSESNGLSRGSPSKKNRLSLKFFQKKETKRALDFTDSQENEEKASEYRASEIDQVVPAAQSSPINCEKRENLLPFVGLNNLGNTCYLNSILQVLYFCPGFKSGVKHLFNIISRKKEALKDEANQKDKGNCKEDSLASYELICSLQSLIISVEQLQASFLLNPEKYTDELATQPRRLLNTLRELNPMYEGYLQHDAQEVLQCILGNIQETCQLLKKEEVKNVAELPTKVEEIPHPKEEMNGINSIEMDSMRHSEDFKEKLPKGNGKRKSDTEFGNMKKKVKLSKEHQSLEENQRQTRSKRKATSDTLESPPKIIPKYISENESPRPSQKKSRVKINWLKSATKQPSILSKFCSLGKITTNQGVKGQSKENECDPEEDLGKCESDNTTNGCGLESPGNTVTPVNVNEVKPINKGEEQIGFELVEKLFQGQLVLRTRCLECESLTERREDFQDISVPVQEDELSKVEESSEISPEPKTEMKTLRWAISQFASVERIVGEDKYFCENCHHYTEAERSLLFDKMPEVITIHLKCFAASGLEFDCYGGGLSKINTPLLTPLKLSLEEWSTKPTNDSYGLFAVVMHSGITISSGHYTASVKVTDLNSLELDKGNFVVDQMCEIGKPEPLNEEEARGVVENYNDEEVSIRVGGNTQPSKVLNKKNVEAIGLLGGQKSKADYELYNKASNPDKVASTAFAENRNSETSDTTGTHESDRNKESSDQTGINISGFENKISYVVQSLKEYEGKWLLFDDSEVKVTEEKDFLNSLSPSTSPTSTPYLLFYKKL
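High-throughput fluorogenic screen: 1nM USP1/UAF1 complex, Ub-Rho substrate 150nM final, 50mM HEPES pH 7.8 with 0.5mM EDTA, 0.1 mg/ml BSA, 1mM TCEP and 0.01% Tween-20.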
Vif-APOBEC3G blk: qHTS for Inhibitors of Vif-A3G Interactions: qHTS; DNA dC->dU-editing enzyme APOBEC-3G (Homo sapiens), Q9HC16; HeLa A3G-eYFP + Vif (tagged APOBEC3G with the HIV-1 protein that degrades it), YFP fluorescence, overnight; Potency, µM (doses to about 46.1 µM), inactives show top-dose activity, negative = active, hits mostly inhibitors; 0.076% of 410,000 active;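 also: % is scaled to controls: 0 for no effect and ±100 for the full control effect; nearly all actives have a fitted effect of over 60% in size; hits raise eYFP signal because A3G escapes Vif-driven loss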
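HeLa cells stably expressing Vif and C-terminally eYFP-tagged A3G, seeded overnight at 37 deg C, then exposed to compound by pintool overnight at 37 deg C. Rise in yellow fluorescence (Ex 488/Em 500-530, Acumen) marks blocked Vif-driven A3G degradation.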
The depositor's hits bear a star; ? = inconclusive; / = not tested or not shown; & = joins results of further samples; [ ] = remark or other dose. Calls follow the shape of the dose curve; as a rule, active = well fitted curve in the direction sought with a large enough effect; inconclusive = small, poorly fitted or top-dose-only effect, or another doubt; inactive = no such curve, though single readings can be large; an effect the other way counts as inactive or inconclusive. Potency is read from the fitted curve at half-maximal effect. Not all compounds are listed; count on the stated rates, not on these rows.

SMILES	12-LOX inh	Vif-APOBEC3F blk	RXFP1 ag	rTrxR1 inhibitor	TrxR1 substrate	RGS4 inh	IDH1 R132H inh	USP1-UAF1 inh	Vif-APOBEC3G blk
CCCCOc1cccc(C(=O)N(Cc2ccc(N(C)C)cc2)C2CCS(=O)(=O)C2)c1 (stereo not given)	-1%	-15%	-1.3%	-3%	-7%	6%	0%	-1%	2%
CC(C)c1ccc(Nc2nc3c(S(=O)(=O)c4ccc(Br)cc4)nnn3c3ccsc23)cc1	-13%	6%	-0.4%	29%	4%	24%	0%	-8%	5%
COc1ccccc1Nc1nc(-c2cccnc2)cs1	9%	5%	-0.2%	23%[57.1 µM]	12%[57.1 µM]	-15%	9%	-11%	-4%
N#C/C(=C\c1ccccc1C(F)(F)F)C(=O)Nc1ccccc1	-1%	6%	-0.3%	17%	8%	?	2%	-10%	1%
COc1ccc(-c2ccc(CN3C(C)C(=O)N(Cc4cn(CCC5OCCO5)nn4)CCS3(=O)=O)cc2)cn1 (stereo not given)	?	-1%	/	/	/	/	-2%	-20%	0%
O=C(O)c1nn(-c2ccc(F)cc2)ccc1=O	-27%	9%	4.7%	5%[57.1 µM]	9%[57.1 µM]	-12%	-2%	-12%	0%
O=C1N=C2SCCN2/C1=C\c1ccc(Cl)cc1	-15%	5%	0.3%	-26%[57.1 µM]	6%[57.1 µM]	-12%	12%	0%	-5%
Cc1cc(C)nc(N/N=C/c2cccc([N+](=O)[O-])c2)n1	?	10%	3.8%	-8%	-9%	-2%	5%	-9%	2%
COc1ccc(CC(=O)N/N=C\c2cc(Br)c(O)c(Br)c2)cc1	13%	0%	0.1%	-18%	3%	-4%	2%	-14%	0%
O=C(CN(Cc1ccc(F)cc1)C(=O)CCC(=O)Nc1nccs1)NCc1ccccc1	0%	5%	3.4%	13%[57.1 µM]	-5%	9%	-1%	-16%	-2%
CC1CC(C)CN(CCCNC(=O)c2cc3c(=O)[nH]c4ccccc4c3n2C)C1 (stereo not given)	-3%	-4%	3.9%	-1%	10%	-9%	2%	1%	1%
CCCN(CCC)S(=O)(=O)c1ccc(C)cc1	0%	4%	-0.4%	12%	0%	-3%	-1%	-19%	-5%
CCCn1c(=O)n(-c2ccccc2)c(=O)c2sc3ccccc3c21	-15%	-7%	-4.3%	8%	13%	23%	-4%	-3%	-1%
CCOc1cccc(NC(=O)C2CCCN(S(=O)(=O)c3ccc(OC)cc3)C2)c1 (stereo not given)	-4%	7%	1.7%	15%	9%	-4%	1%	-16%	-1%
COc1ccc(OC)c(S(=O)(=O)Nc2ccc3c(c2)C(=O)OC3)c1	?	-32%	-4.7%	11%	-2%	-7%	0%	-29%	-8%
CCC(C)c1ccc(Nc2ncccc2C#N)cc1 (stereo not given)	340%[activator]	-12%	0.7%	-3%	0%	0%	3%	-27%	-3%
O=C(CCc1ccccc1)N(Cc1cccnc1)c1nc2ccc(F)cc2s1	-6%	8%	2.9%	19%[57.1 µM]	0%[57.1 µM]	-32%	-3%	-16%	9%
CCOc1ccc(NC(=O)CN(C)C(=O)COc2cccc3c2OC(C)(C)C3)cc1OCC	-8%	-2%	1.3%	-5%	-9%	3%	0%	-3%	0%
Cc1[nH]n(-c2ccccc2)c(=O)c1N=Nc1ccc2c(c1)OCCO2	0%	0%	2.5%	0%	-3%	-5%	1%	-14%	0%
CCOc1ccc(Nc2ncnc3c2nc2n3CCCC2)cc1	-22%	0%	9.6%	3%	-5%	1%	-3%	-17%	10%
Cc1cnccn1	6%	/	/	-11%	2%	/	/	/	2%
c1ccc(CN2CCN(c3nc4ccccc4n4cnnc34)CC2)cc1	11%	0%	5.6%	?	-14%	-19%	-2%	-19%	5%
Cc1ccc(NC(=O)[C@@H]2CCCN2S(=O)(=O)c2ccccc2C(F)(F)F)cc1S(=O)(=O)N1CCOCC1	-16%	-5%	-0.9%	-5%	-10%	19%	0%	4%	3%
CCOc1ccc(OCC)c(-n2cnnn2)c1	-2%	0%	0.7%	1%	-2%	3%	-8%	-13%	4%
NC1=CC(=O)C(=O)c2cccnc21	-14%	0%	/	/	/	/	28%	3.5µM*	-13%
CCc1cccc(CC)c1-n1c(SCc2cc(=O)n3ccsc3n2)nnc1-c1cccnc1	-19%	-2%	4.6%	-3%	-5%	45%	-8%	-3%	-12%
O=c1c(-c2ccccc2Cl)coc2c(CN3CCCCC3)c(O)ccc12	-13%	-7%	8.2%	42%	219%[activator]	-40%	0%	-20%	2%
CC[C@@]1(C(=O)OC)N[C@H](CN(C)S(=O)(=O)c2ccc(F)cc2)[C@@H]2C(=O)N(C)C(=O)[C@@H]21	?	9%	/	6%	2%	-5%	3%	-31%	-1%
Cc1c(C(=O)N2CCOCC2)sc2nc(-c3ccccc3)cn12	0%	0%	-0.3%	-2%	-8%	-30%	2%	-19%	0%
CC(=O)Nc1ccc(S(=O)(=O)N2CCN(S(=O)(=O)c3ccc(F)c(F)c3F)CC2)cc1	-21%	-10%	5.3%	7%	4%	-12%	14%	-8%	-4%
CCCC(=O)Nc1cc(-c2nc3ncccc3o2)ccc1Cl	5%	-1%	6.6%	25%	14%	-9%	18%	-12%	-2%
CCc1ccc(S(=O)(=O)NCC(O)COc2ccc(OC)cc2)cc1 (stereo not given)	?	4%	-3.0%	5%[57.1 µM]	6%[57.1 µM]	-23%	6%	-9%	0%
CN(C)c1ccc(/C=N/n2c(-c3ccccc3Br)n[nH]c2=S)cc1	0%	5%	2.3%	?	-11%	-15%	-2%	-19%	-2%
N#Cc1ccccc1NC(=O)COC(=O)CN1C(=O)C2CCCCC2C1=O (stereo not given)	4%	-13%	/	16%	4%	0%	-2%	-4%	-5%
CCO[C@@H]1OC(C(=O)Nc2ccccc2)=C[C@H](c2ccccc2)[C@H]1CCCO	12%	-1%	0.0%	23%	1%	3%	-9%	-17%	3%
CCc1cccc(NC(=O)Cn2c(=O)n(CC3CCC(C(=O)NC)CC3)c(=O)c3sccc32)c1 (stereo not given)	1%	5%	-0.1%	13%[57.1 µM]	3%[57.1 µM]	-8%	28%	-12%	-1%
Cc1cc(C)nc(N2CCCC(CCC(=O)NCc3ccc(F)c(F)c3)C2)n1 (stereo not given)	10%	-4%	1.9%	15%[57.1 µM]	10%	1%	22%	-9%	1%
COc1ccc(OC)c(NC(=O)Cn2c(=O)n(CC3CCCO3)c(=O)c3cc(OC)c(OC)cc32)c1 (stereo not given)	16%[57.4 µM]	3%&2%	-2.1%&3.0%	17%&5%	4%&-1%	-2%&-19%	-1%&-6%	?	0%&-4%
CCOC(=O)C[n+]1c(C)sc2ccc(OC)cc21	/	/	-0.4%	55%[activator]	-7%	?	9%	-8%	1%
CCOC(=O)Cc1nnc(NC(=O)CSc2nnc3c(n2)[nH]c2ccccc23)s1	0%	0%	23%	14%	3%[57.1 µM]	?	2%	-2%	1%
Cc1ccc2[nH]c3nc(N/N=C/c4cccc(O)c4)nnc3c2c1	4%	4%	-0.1%	11%[57.1 µM]	8%[57.1 µM]	-34%	4%	-14%	3%
CSc1ccc(CCNC(=O)CCn2c(=O)c3cccn3c3cccnc32)cc1	-22%	-1%	6.5%	26%	9%	7%	27%	-21%	-11%
COc1cccc(CNC(=O)CSc2ncc(S(=O)(=O)c3ccc(Br)cc3)c(=O)[nH]2)c1	-27%	4%	3.0%	12%	2%	-6%	-14%	-31%	-3%
CCCC1=Nc2cc(C(=O)N3CCC(C(N)=O)CC3)ccc2Sc2ccccc21	-7%	1%	0.6%	1%	1%	14%	3%	-12%	-1%
CC(=O)c1ccc(S(=O)(=O)N2CCN(C(=O)/C=C/c3ccc4ccccc4n3)CC2)cc1	-7%	3%	13%	2%	3%	30%[11.4 µM]	-7%	-14%	-22%
